Screens: PubChem, several laboratories
eLon inh: E. coli protease La inhibition; P0A9M0; purified E. coli Lon protease, fluorescence polarization; inhibition, % at 7.94 µM; hit rate 0.42% among 360,000; in the data active = inhibition above about 13%, passing the limit was not always enough;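 also: 0% = enzyme with probe and DMSO and 100% = no enzyme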
LMPTP inh: blocks human LMPTP phosphatase. hit rate 0.22% among 360,000. P24666. inhibition, % at 20 µM. recombinant LMPTP-A, OMFP fluorogenic substrate, fluorescence intensity;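 active = compounds that cut the enzyme signal by at least half of the control window in the single-dose screen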;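 also: plate controls were DMSO wells with enzyme plus substrate for no effect and substrate without enzyme for full effect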
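Material: LMPTP-A; amount: 0.625 nM enzyme; doses: single 20 µM dose; times: reaction 50 min, room temperature, dark; technique: fluorescence intensity of OMFP turnover product; benchmarks: no-enzyme and uninhibited controls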
SUMO1-SIM PPI: SUMO1-SIM interaction modulation; SUMO1 binding to a labelled peptide, TR-FRET, 1 h; inhibition, % at 20 µM; hit rate 0.33% among 360,000; AID 602429; in the data active = inhibition above about 37%
Target sequence (P63165 whole entry, looked up): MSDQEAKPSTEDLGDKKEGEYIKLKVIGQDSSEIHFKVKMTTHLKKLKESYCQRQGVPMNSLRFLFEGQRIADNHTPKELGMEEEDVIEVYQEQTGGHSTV
MsrA act: bovine methionine sulfoxide reductase A activation; hit rate 0.3% among 360,000; activation, % at 10.6 µM; AID 602163; purified bovine MsrA, absorbance read-out; in the data active = activation above about 7.5%;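 also: 0% = vehicle and 100% = reference activator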
DNMT1 inh: inhibitors of human DNMT1; DNMT1 molecular beacon, Hinp1I cleavage, fluorescence; P26358; inhibition (reported as % activation of signal), % at 10 µM; hit rate 0.83% among 360,000; AID 588458; in the data active = inhibition above about 50%
Scp1 inh: blocks human Scp-1 phosphatase activity. Q9GZU7. Recombinant Scp1, phosphopeptide, malachite green phosphate absorbance. inhibition, % at 20 µM. hit rate 0.88% among 340,000. AID 493091;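 active = inhibition above about 50% at 20 µM, limit read from the data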;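 also: plate controls were DMSO wells with enzyme for no effect and wells lacking enzyme for full effect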
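Test system – truncated SCP-1 phosphatase (76-261aa) · Reagent – Phosphorylated 17-residue peptide substrate · Incubation – 45 min room-temperature reaction, 5 min colour, 30 min stabiliser · Detection – colorimetric phosphate reagent with accelerator and stabiliser, absorbance at 630 nm · Measure – % inhibition at 20 µM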
MsrA inh: inhibits bovine methionine sulfoxide reductase A. purified bovine MsrA, absorbance read-out. hit rate 0.75% among 360,000. inhibition, % at 15.5 µM; in the data active = inhibition above about 4.5%;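 also: 0% = vehicle wells with enzyme and 100% = reference inhibitor wells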
STEP block: STEP (human) phosphatase inhibition; hit rate 0.25% among 360,000; inhibition, % at 20 µM; P54829; AID 588621; recombinant STEP, OMFP fluorogenic substrate, fluorescence;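 active = inhibition at 20 µM, scaled per plate between control wells, above about 37%, limit read from the data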;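 also: 0% = DMSO with enzyme and substrate and 100% = substrate only without enzyme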
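Also added – OMFP at 25 µM · Test system – STEP tyrosine phosphatase · Technique – FITC-channel fluorescence of OMFP product · Schedule – 20 min at room temperature, dark · Evaluation – control-normalized % inhibition with plate pattern correction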
CendR NRP1 mod: alters CendR peptide binding to human NRP-1. O14786. FAM-RPARPAR peptide binding to NRP-1, fluorescence polarization. inhibition, % at 25 µM. hit rate 0.85% among 360,000. AID 602438;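 active = inhibition or corrected inhibition above about 18%, plus a signal ratio from 0.5 to 1.5, limit read from the data, passing the limit was not always enough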; also: strong numbers were not always called active
Target sequence (O14786 whole entry, looked up): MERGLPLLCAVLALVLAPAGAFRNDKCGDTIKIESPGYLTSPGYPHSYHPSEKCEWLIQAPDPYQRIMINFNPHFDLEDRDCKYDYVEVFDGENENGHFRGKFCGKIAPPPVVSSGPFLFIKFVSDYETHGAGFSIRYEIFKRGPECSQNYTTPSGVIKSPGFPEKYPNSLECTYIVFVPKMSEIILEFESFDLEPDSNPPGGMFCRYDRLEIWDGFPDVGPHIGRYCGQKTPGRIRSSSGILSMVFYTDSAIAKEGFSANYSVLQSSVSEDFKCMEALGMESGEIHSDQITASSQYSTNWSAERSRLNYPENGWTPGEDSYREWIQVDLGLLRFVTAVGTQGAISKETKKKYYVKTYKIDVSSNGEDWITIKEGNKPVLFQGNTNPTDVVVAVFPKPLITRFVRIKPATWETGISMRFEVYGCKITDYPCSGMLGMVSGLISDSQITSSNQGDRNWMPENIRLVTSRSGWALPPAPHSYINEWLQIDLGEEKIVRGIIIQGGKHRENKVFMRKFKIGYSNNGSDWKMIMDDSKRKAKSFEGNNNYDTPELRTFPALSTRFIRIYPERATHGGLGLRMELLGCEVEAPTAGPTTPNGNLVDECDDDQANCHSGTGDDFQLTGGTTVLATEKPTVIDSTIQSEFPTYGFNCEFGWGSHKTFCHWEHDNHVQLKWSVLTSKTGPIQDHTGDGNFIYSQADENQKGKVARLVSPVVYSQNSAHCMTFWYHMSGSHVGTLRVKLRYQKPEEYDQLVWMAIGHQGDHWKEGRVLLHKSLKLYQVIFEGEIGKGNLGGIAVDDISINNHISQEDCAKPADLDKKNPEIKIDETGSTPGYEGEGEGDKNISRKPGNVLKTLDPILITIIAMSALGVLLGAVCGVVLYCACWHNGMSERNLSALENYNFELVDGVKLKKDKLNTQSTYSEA
TbMetRS inhib: Trypanosoma brucei MetRS inhibition; inhibition, % at 11.9 µM; purified T. brucei MetRS, ATP depletion, Kinase-Glo luminescence; hit rate 0.4% among 360,000;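 active = inhibition above a per-plate cutoff of the control wells' mean inhibition plus 3 SD, cut at about 5.5% in these data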;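 also: 0% = DMSO wells median and 100% = median of wells with control inhibitor compound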
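Material: parasite MetRS enzyme / Replication: singlicate, one well per compound / Signal: luminescence of leftover ATP / Schedule: 2 h aminoacylation at 25 °C after 15 min preincubation / Medium: HEPES-MgCl2-KCl buffer plus DTT, spermine, BSA, pyrophosphatase / Doses: 11.9 µM single point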
* marks the source's active call; other numbers are inactive results; x = not tested or not shown.

SMILES	eLon inh	LMPTP inh	SUMO1-SIM PPI	MsrA act	DNMT1 inh	Scp1 inh	MsrA inh	STEP block	CendR NRP1 mod	TbMetRS inhib
CCOC(=O)c1c2ccccc2[n+]([O-])n1[C@@H](C)C(N)=O	3	-0.9	-1	-1	-3	-2	-0.3	1	20	-0.3
COc1ccc(C(=O)NNC(=O)C(NC(=O)c2cc(OC)cc(OC)c2)C(C)C)cc1 (stereo not drawn)	5	-1.0	2	-2	-1	-8	2.3	1	-2	-0.3
CCOc1ccc2nc(SCc3ccc(C(=O)OC)o3)[nH]c2c1	4	-0.7	2	-3	-1	-12	-0.8	0	7	-0.2
Fc1cnc(N2CCOCC2)nc1NCc1ccccc1	-9	2.4	0	-3	-13	-13	0.2	-1	-18	-0.6
CC(C)C1Nc2ccc(C(=O)NC3CCCCC3)cc2NC1=O (stereo not drawn)	-2	-2.2	2	-2	1	-11	x	2	15	5.3
Cc1ccc(S(=O)(=O)NCCC(=O)NCC(c2ccc(F)cc2)N2CCOCC2)cc1 (stereo not drawn)	8	-1.5	1	-1	3	-3	1.4	2	1	-0.3
O=C(Cn1nnc(-c2ccc(Cl)cc2)n1)N1CCN(C(=O)c2ccco2)CC1	-16	-0.4	5	-2	5	-5	0.0	-3	14	-0.2
COc1ccccc1NS(=O)(=O)c1ccc(C)c(C(=O)NCC2CCCO2)c1 (stereo not drawn)	2	-0.8	1	-4	14	-7	0.9	3	9	-0.1
CC1CC(C)CN(C(=O)COC(=O)COc2ccccc2C#N)C1 (stereo not drawn)	1	-1.3	7	6	2	-3	0.9	-1	3	0.3
C=CCN1C(=O)C(O)(CC(=O)c2ccc(N)cc2)c2ccccc21 (stereo not drawn)	6	0.3	-2	-4	2	-2	3.1	-2	10	-1.1
COc1ccc(OC)c(NC(=O)COc2cc(O)c3c(c2)OC(C)(C)CC3=O)c1	-1	1.2	1	-7	-3	x	1.5	2	-11	-0.6
O=C(O)c1ccc(C2NCC(c3ccccc3Cl)c3c2[nH]c2ccccc32)cc1 (stereo not drawn)	-9	-1.3	3	-1	-6	0	0.1	-6	-5	-1.3
CC(=O)N1CCC(N(CCN2CCOCC2)C(=O)Nc2ccc(Cl)c(Cl)c2)CC1	-2	-2.6	-2	-4	3	0	0.0	-3	4	-1.1
O=C(C[n+]1ccccc1)N/N=C/c1ccc(Cl)c(Cl)c1	-4	-2.0	-9	0	0	7	0.9	2	2	-1.1
CCOC(=O)COn1c(=O)c(-c2ccc(Cl)cc2)[n+]([O-])c2ccccc21	1	-0.6	-43	-3	2	-1	-0.2	0	-4	-0.9
COc1ccc(N2CCN(C(=O)C(=O)c3c(C)[nH]c4ccccc34)CC2)cc1	3	-0.5	-1	-2	1	-7	0.5	0	5	4.0
COc1ccc(C(=O)/C=C/c2ccc(OC)cc2OC)c(O)c1	-8	1.0	-2	-1	-6	4	0.6	0	1	0.2
CC(=O)Nc1ccc(C(=O)NNC(=O)C2C3CCCCC32)cc1 (stereo not drawn)	4	-3.1	-3	-11	1	-4	-0.8	0	3	-0.6
Cc1cc(NC(=O)CCN2C(=O)/C(=C/c3ccccc3Cl)SC2=S)no1	-7	-0.7	-2	-2	13	-5	-0.2	-1	-13	-0.4
Cc1ccc(N=CNc2ccc(C)cc2C)c(C)c1	4	-2.0	-2	-7	4	-3	-0.5	-1	-10	-0.7
CC(C)NC(=O)C1(C)CSCC(=O)N1Cc1ccco1 (stereo not drawn)	x	-0.2	-1	x	x	x	0.3	x	0	-0.2
O=C(Nc1nc2ccccc2s1)c1ccccc1	-5	0.3	0	-5	2	-24	-0.5	-1	-12	0.8
CCOc1ccccc1NC(=O)N1CCN(S(C)(=O)=O)CC1	10	0.3	-3	-2	0	-1	0.7	-1	-7	-0.3
COc1cc2c(-c3ccc4cc[nH]c4c3)c(-c3ccc(C#N)cc3)oc(=O)c2cc1OC	-1	-0.6	-23	-2	-18	-14	2.9	-2	7	-0.2
O=C(Cc1cccc2ccccc12)NNC(=O)c1cccs1	-6	0.0	-4	-9	-3	-2	0.3	-2	-7	-0.9

Other compounds:
SMILES	eLon inh	LMPTP inh	SUMO1-SIM PPI	MsrA act	DNMT1 inh	Scp1 inh	MsrA inh	STEP block	CendR NRP1 mod	TbMetRS inhib
O=[N+]([O-])/C=C1/CCCCCN1	0	0.1	5	-1	3	-4	3.1	0	-7	0.5
COC(=O)/C=C(\C)N=Nc1c(O)[nH]c2ccccc12	-4	2.1	-13	-4	-7	3	0.5	1	-11	-0.2
COc1ccc(CNC(=O)CN(C(=O)c2snc(C(N)=O)c2N)c2ccccc2F)cc1	2	-0.4	-17	-3	-2	-5	1.3	0	0	-0.5
COC(=O)c1ccc(NC(=O)c2ccc(N(C)S(C)(=O)=O)cc2)cc1	2	-0.3	-2	-3	0	-12	1.1	-1	4	0.1
CC(C)CC1C(C#N)=C(N)OC2=C1C(=O)CC(c1ccccc1)C2 (stereo not drawn)	7	1.3	3	-3	-1	-5	2.9	1	-1	2.3
CCN(C(=O)COC(=O)CSc1ccc(C)c(C)c1)C1CCS(=O)(=O)C1 (stereo not drawn)	6	-1.1	5	-4	1	-6	-0.1	0	0	-0.4
CCN(CC(=O)Nc1sc2c(c1C#N)CCCC2)CC(=O)NC1CCS(=O)(=O)C1 (stereo not drawn)	-9	-0.7	0	-4	0	-2	-2.2	2	-4	-0.6
O=C1c2cccc3c(Nc4ccccc4Cl)c([N+](=O)[O-])cc(c23)C(=O)N1CCO	-2	5.4	-17	-2	2	-7	-1.0	-1	25	0.5
O=C(/C=C\c1ccco1)Nc1nc(-c2ccccc2)cs1	0	-1.0	-2	-6	5	-1	0.9	-3	-4	-0.6
Cc1ccc(C(=O)NNC(=O)c2csc(N3CCOCC3)n2)s1	3	-0.2	-6	-2	1	28	-0.1	3	3	-0.4
Cc1cc(C)c(NS(=O)(=O)c2ccc3c(c2)NC(=O)CC(=O)N3)c(C)c1	-10	-0.2	-1	-2	1	2	1.2	-2	-9	-0.1
Cc1ccc(C)c(N2CCN(C(=O)CCS(=O)(=O)c3ccc4c(c3)CCN4C(=O)C3CC3)CC2)c1	0	0.4	7	-2	-2	-4	0.0	-2	-1	0.6
c1ccc2cc(CSCc3nc4ccccc4[nH]3)ccc2c1	5	2.4	-5	-2	-2	-2	-0.8	2	-2	1.6
C=CCNC(=O)c1cccc2c1C(=O)c1ccc(N3CCOCC3)cc1S2(=O)=O	-34	1.5	-39	-2	2	-3	1.9	0	-54	-0.1
O=C1C(Cl)=C(N2CCOCC2)C(=O)N1c1cccc(C(F)(F)F)c1	0	-0.7	-8	-3	1	-9	0.1	13	-10	-1.7
CC(C)c1nc(NCc2ccccc2)c(C#N)c2c1CCCC2	4	4.4	3	-2	3	-10	0.9	5	-5	-0.1
CCN(CC(=O)Nc1cc(Cl)ccc1C)C(=O)c1oc2ccc(OC)cc2c1C	-11	2.5	4	0	-5	1	0.0	0	1	0.1
CCOc1ccc2nc(SC3CC(=O)N(c4cccc(OC)c4)C3=O)sc2c1 (stereo not drawn)	-2	1.8	1	1	-9	-15	-0.1	0	-10	0.7
Cc1cc(OCC(=O)N2CCCC2)cc(C)c1Cl	-2	-0.3	0	0	-6	-8	-1.0	-2	1	-0.6
COc1cc(/C(C#N)=C/c2ccccc2)c([N+](=O)[O-])cc1OC	0	2.7	-18	-2	-2	-13	1.1	1	0	0.3
CC(=O)N1CCOc2ccc(S(=O)(=O)Nc3cccc(C)n3)cc21	-11	0.3	0	2	1	1	0.1	0	3	0.3
Cc1ccc(/C=N/c2sc3c(c2C#N)CCCCC3)o1	3	-0.4	1	3	-1	-4	-0.8	1	-9	1.1
COP(=O)(OC)C(=NNS(=O)(=O)c1ccc(C)cc1)c1ccccc1	12	-0.7	1	-11	3	x	0.4	-5	3	-0.1
CCN(CC)CCN1C(=O)C2C3c4ccccc4C(c4ccccc43)C2C1=O (stereo not drawn)	-1	-1.4	-3	-8	5	-4	-0.8	1	-14	1.3
CCOc1ccc(-c2nnc(-c3ccco3)o2)cc1	-15	-0.4	1	-4	-1	-12	0.8	-1	-9	-0.6

Entries of single compounds from above. Order of screens: eLon inh	LMPTP inh	SUMO1-SIM PPI	MsrA act	DNMT1 inh	Scp1 inh	MsrA inh	STEP block	CendR NRP1 mod	TbMetRS inhib
`CC(C)C1Nc2ccc(C(=O)NC3CCCCC3)cc2NC1=O` (stereo not drawn) as listed: -2	-2.2	2	-2	1	-11	x	2	15	5.3
`COP(=O)(OC)C(=NNS(=O)(=O)c1ccc(C)cc1)c1ccccc1` as listed: 12	-0.7	1	-11	3	x	0.4	-5	3	-0.1
`O=C1C(Cl)=C(N2CCOCC2)C(=O)N1c1cccc(C(F)(F)F)c1` as listed: 0	-0.7	-8	-3	1	-9	0.1	13	-10	-1.7
`CC(=O)N1CCC(N(CCN2CCOCC2)C(=O)Nc2ccc(Cl)c(Cl)c2)CC1` as listed: -2	-2.6	-2	-4	3	0	0.0	-3	4	-1.1
`C=CCN1C(=O)C(O)(CC(=O)c2ccc(N)cc2)c2ccccc21` (stereo not drawn) as listed: 6	0.3	-2	-4	2	-2	3.1	-2	10	-1.1

Further results follow.
SMILES	eLon inh	LMPTP inh	SUMO1-SIM PPI	MsrA act	DNMT1 inh	Scp1 inh	MsrA inh	STEP block	CendR NRP1 mod	TbMetRS inhib
Cc1ccc(OCc2nnc(SCC(=O)NCc3ccco3)n2C)cc1	9	0.1	3	-3	7	1	-0.1	1	-3	0.0
Cc1cccc(NC(=O)Nc2cccc3ccccc23)c1	-2	-1.8	-1	-2	6	-5	-0.1	3	-18	-0.2
CCc1ccc(OCc2nnc(SCCN3CCOCC3)n2CC)cc1	-7	-2.1	0	-1	-1	-5	0.3	1	8	-0.5
Cc1ccccc1NC(=S)N1CCC(NC(=O)c2ccco2)CC1	-6	-1.5	-5	-5	-1	-1	-0.4	4	-2	-0.2
O=c1cc(/N=C/c2coc3c(ccc4ccccc43)c2=O)[nH]c(=S)[nH]1	9	-0.5	13	-4	-5	-4	-1.6	2	-25	-0.4
Cc1nnnn1-c1cccc(C(=O)O)c1	-9	-0.1	-2	-1	0	-6	-2.0	-2	7	0.0
O=C(CNC(=O)c1nc[nH]c1C(=O)N1CCN(c2ccccc2)CC1)OCc1ccccc1	-3	-0.8	8	-4	0	-6	-0.2	-2	11	-0.4
CC(C)c1ccccc1NC(=O)C1CN(S(=O)(=O)c2ccccc2)CCN1S(=O)(=O)c1ccccc1 (stereo not drawn)	2	0.9	0	0	-3	-11	0.9	0	2	0.4
CC(=O)Nc1ccc(SCC(=O)c2cc(C)n(C)c2C)cc1	4	-3.3	0	1	-3	-1	0.5	0	15	0.1
COc1ccc(C2CC(=O)N(CCCN(C)CCc3ccc(OC)c(OC)c3)C2)cc1 (stereo not drawn)	-4	-3.1	-1	-6	4	-5	-0.2	1	15	-0.5
CC(C)C(NC(=O)c1ccc2c(c1)OCO2)C(=O)N/N=C/c1cccs1 (stereo not drawn)	4	0.0	-5	-2	60*	5	0.5	0	11	-0.5
COCCN1CCN(C(=O)C2CCC(=O)N(Cc3ccccc3F)C2)CC1 (stereo not drawn)	0	0.0	-2	-5	1	-9	-0.7	-3	12	-0.5

No enrichment for hits; overall some 4.3% were active at least once.
